Screens as filed in PubChem.
CIT2 TOR yeast – yeast TOR pathway CIT2-GFP modulation; S. cerevisiae CIT2-GFP strain, flow cytometry, 3 h; 100 means same as DMSO wells; GFP response vs DMSO, % at 10 µM; hit rate 0.065% among 320,000; AID 2029;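 active = GFP response relative to DMSO above a set limit, near the screen mean plus 3 SD, cut at about 150% in these data; inconclusive = Fewer than 70 cells measured for a yeast strain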;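 note: ratio of well median GFP fluorescence to mean of DMSO wells on the plate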
MEP2-GFP yeast – modulators of TOR pathway MEP2-GFP in S. cerevisiae. S. cerevisiae MEP2-GFP strain, flow cytometry GFP, 3 h; 100% = DMSO control level. GFP response vs DMSO, % at 10 µM. hit rate 0.51% among 330,000;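 active = GFP response versus DMSO above a set limit, roughly screen mean plus 3 SD, cut at about 180% in these data; inconclusive = fewer than 70 cells counted for a yeast strain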;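 note: median GFP fluorescence of the barcode-gated MEP2-GFP cells per well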
GASC-1 inh – inhibitors of human GASC-1 (JMJD2C) demethylase. hit rate 0.069% among 330,000. inhibition, % at 2.35 µM. AID 2099. Q9H3R0. GST-JMJD2C(1-420) H3K9me3 demethylation, DELFIA europium;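 active = more than half of a compound's replicate wells show inhibition beyond 50%, single wells judged on their own value; inconclusive = some, but no more than half, of replicates pass 50% inhibition; inactive = no replicate passes 50% inhibition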;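 note: signal counts dimethyl H3K9 product captured on neutravidin plate; 0% = median of DMSO wells and 100% = 0.3 times that DMSO median; strong numbers were not always called active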
Target sequence (Q9H3R0 1-420 limits assumed): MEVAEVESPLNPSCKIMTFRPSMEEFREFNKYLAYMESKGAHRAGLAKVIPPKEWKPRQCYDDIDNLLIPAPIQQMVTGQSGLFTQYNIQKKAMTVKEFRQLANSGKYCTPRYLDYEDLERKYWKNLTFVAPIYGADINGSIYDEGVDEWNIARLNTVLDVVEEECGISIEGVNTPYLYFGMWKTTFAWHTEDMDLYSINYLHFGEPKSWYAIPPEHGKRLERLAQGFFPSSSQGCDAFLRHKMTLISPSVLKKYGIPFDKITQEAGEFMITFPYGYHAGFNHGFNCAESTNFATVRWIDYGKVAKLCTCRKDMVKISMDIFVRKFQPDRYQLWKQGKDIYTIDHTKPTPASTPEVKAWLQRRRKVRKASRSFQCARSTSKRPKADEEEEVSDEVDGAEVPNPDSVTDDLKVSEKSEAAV
RPL19A-GFP yeast – modulators of TOR pathway RPL19A-GFP in S. cerevisiae; S. cerevisiae RPL19A-GFP strain, flow cytometry, 3 h; hits give low values; percent response vs DMSO, % at 10 µM; hit rate 0.3% among 330,000; AID 2025;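 active = percent response vs DMSO below 50%; inconclusive = fewer than 70 events counted for the yeast strain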;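 note: median channel GFP fluorescence of the barcoded RPL19A-GFP strain; ratio of sample median GFP to plate DMSO average so 100% = DMSO; lower means less RPL19A-GFP as with rapamycin TOR inhibition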
VLA-4 inh – inhibition in a human VLA-4 binding assay. P13612. VLA-4 expressing cells, ligand binding flow cytometry. inhibition, % (about 7 µM as worked out from the volumes in the protocol). hit rate 0.2% among 330,000. AID 2557; in the data active = inhibition above about 50%
AGP1 TOR yeast – modulators of TOR pathway AGP1-GFP in S. cerevisiae; hit rate 0.02% among 320,000; GFP response vs DMSO, % at 10 µM; S. cerevisiae AGP1-GFP multiplex flow cytometry, 3 h; GFP as percent of DMSO wells;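 active = GFP response relative to DMSO above a set limit, near screen average plus 3 SD, cut at about 150% in these data; inconclusive = fewer than 70 cells counted for the yeast strain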;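 note: median GFP channel fluorescence of the gated AGP1 strain per well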
LAP4 TOR yeast – yeast TOR pathway LAP4-GFP modulation | S. cerevisiae LAP4-GFP multiplex, flow cytometry GFP, 3 h; median GFP as percent of DMSO wells | GFP response vs DMSO, % at 10 µM | hit rate 0.34% among 320,000 | AID 2023;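 active = GFP response vs DMSO above a set limit, about the screen mean plus 3 SD, cut at about 150% in these data; inconclusive = under 70 cell events counted for the yeast strain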
GRK2 inh – human GRK2 inhibition via aptamer displacement. P25098. bead flow cytometry, FAM-aptamer displacement from GRK2. inhibition of aptamer binding, % at 10 µM. hit rate 0.59% among 330,000;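 active = inhibition of aptamer binding above 40%, roughly 3 SD of noise, on plates passing a quality check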;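 note: median bead fluorescence of bound FAM aptamer so fluorescent compounds give negative values; no value below 0 was filed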
Numbers without * were called inactive; ? = inconclusive; nt = not tested or not shown; [ ] = another dose, or the depositor's remark.

[1] Cc1ccc(OCc2ccc(C(=O)Nc3nc4ccccc4n3Cc3ccccc3)o2)c([N+](=O)[O-])c1
[2] O=C(Nc1ccccc1)N1C2CCC1CC(O)(c1cccnc1)C2 (stereo unspecified)
[3] CC(C)(C)SCCNS(=O)(=O)c1ccc(C#N)cc1
[4] Nc1nnc(SCC(=O)OCC(=O)Nc2ccc(Br)cc2F)s1
[5] O=C(N/N=C/c1cccc([N+](=O)[O-])c1)C(=O)N1CCCCCC1

assay / compound | 1 | 2 | 3 | 4 | 5
CIT2 TOR yeast | 88 | 102 | 98 | 91 | 98
MEP2-GFP yeast | 90 | 100 | 100 | 92 | 97
GASC-1 inh | -1 | -10 | 3 | 6 | -5
RPL19A-GFP yeast | 90 | 102 | 101 | 96 | 98
VLA-4 inh | -2 | -58 | 4 | -7 | -4
AGP1 TOR yeast | 93 | 100 | 104 | 95 | 98
LAP4 TOR yeast | 84 | 101 | 110 | 108 | 110
GRK2 inh | 0 | 0 | 0 | 0 | 2

[6] CC1CCN(c2nnc(NC(=O)Cn3c(=O)oc4ccccc43)s2)CC1
[7] NNC(=O)c1cc(-c2ccco2)[nH]n1
[8] Cc1ccc(Cl)cc1NC(=O)COC(=O)CC(C)(C)C
[9] CC(C)(C)c1ccc(OCC(O)CN2CCN(C(=O)c3ccccc3)CC2)cc1 (stereo unspecified)
[10] Cn1c(Cn2nnc3ccccc32)nnc1SCC(=O)c1ccc(F)cc1

assay / compound | 6 | 7 | 8 | 9 | 10
CIT2 TOR yeast | 99 | 105 | 100 | 102 | 98
MEP2-GFP yeast | 99 | 106 | 106 | 108 | 96
GASC-1 inh | 5 | -29 | -1 | 2 | 0
RPL19A-GFP yeast | 103 | 111 | 102 | 106 | 93
VLA-4 inh | -3 | 1 | 0 | 24 | 8
AGP1 TOR yeast | 99 | 106 | 107 | 98 | 96
LAP4 TOR yeast | 100 | 92 | 101 | 94 | 85
GRK2 inh | 0 | 0 | 0 | 1 | 1

[11] Cc1ccc(-c2nc(Nc3ccc(O)cc3)c3ccccc3n2)cc1
[12] CCCn1nnc(NC(=O)c2ccccc2Br)n1
[13] CN(C)Cc1ccc(CNC(=O)COc2ccc3ccccc3c2)cc1
[14] O=C(OC(C(=O)NCc1ccc2c(c1)OCO2)c1ccc(Cl)cc1)c1ccco1 (stereo unspecified)
[15] Cn1c(SCC(=O)NCC2CCCO2)nc2c(c1=O)SCC2 (stereo unspecified)

assay / compound | 11 | 12 | 13 | 14 | 15
CIT2 TOR yeast | 92 | 98 | 100 | 89 | 98[may fluoresce green]
MEP2-GFP yeast | 95 | 98 | 106 | 98 | 102[may fluoresce green]
GASC-1 inh | -13 | 3 | 25 | 4 | 0
RPL19A-GFP yeast | 100 | 98 | 104 | 96 | 101[may fluoresce green]
VLA-4 inh | -5 | -8 | -1 | 7 | -3
AGP1 TOR yeast | 89 | 99 | 100 | 97 | 102[may fluoresce green]
LAP4 TOR yeast | 95 | 99 | 95 | 98 | 94[may fluoresce green]
GRK2 inh | 1 | 2 | 0 | 0 | 0

Shown with tabs: 6 of the compounds above.
No.	Molecule	CIT2 TOR yeast	MEP2-GFP yeast	GASC-1 inh	RPL19A-GFP yeast	VLA-4 inh	AGP1 TOR yeast	LAP4 TOR yeast	GRK2 inh
14	O=C(OC(C(=O)NCc1ccc2c(c1)OCO2)c1ccc(Cl)cc1)c1ccco1 (stereo unspecified)	89	98	4	96	7	97	98	0
7	NNC(=O)c1cc(-c2ccco2)[nH]n1	105	106	-29	111	1	106	92	0
10	Cn1c(Cn2nnc3ccccc32)nnc1SCC(=O)c1ccc(F)cc1	98	96	0	93	8	96	85	1
3	CC(C)(C)SCCNS(=O)(=O)c1ccc(C#N)cc1	98	100	3	101	4	104	110	0
1	Cc1ccc(OCc2ccc(C(=O)Nc3nc4ccccc4n3Cc3ccccc3)o2)c([N+](=O)[O-])c1	88	90	-1	90	-2	93	84	0
6	CC1CCN(c2nnc(NC(=O)Cn3c(=O)oc4ccccc43)s2)CC1	99	99	5	103	-3	99	100	0

Additional records follow:
[16] CCSc1nc2ccccc2c(=O)n1Cc1ccc(F)cc1
[17] O=S(=O)(NCCN1CCCC1)c1ccc(Cl)cc1
[18] COc1ccc(Cl)cc1C(=O)CSc1nnnn1C
[19] OCC1(O)OC[C@@H](O)[C@H]1O (stereo partly specified)
[20] CCc1nc(NCc2ccccn2)c2oc3ccccc3c2n1

assay / compound | 16 | 17 | 18 | 19 | 20
CIT2 TOR yeast | 89 | 103 | 77 | 101 | 95
MEP2-GFP yeast | 95 | 111 | 99 | 104 | 103
GASC-1 inh | 4 | 7 | -2 | 2 | -7
RPL19A-GFP yeast | 88 | 101 | 92 | 99 | 93
VLA-4 inh | 12 | 14 | 3 | -22 | 4
AGP1 TOR yeast | 93 | 95 | 91 | 103 | 95
LAP4 TOR yeast | 93 | 99 | 107 | 101 | 96
GRK2 inh | 1 | 0 | 4 | 0 | 0

[21] COC(=O)CSc1ccc2nnc(CCNS(=O)(=O)c3ccccc3)n2n1
[22] COc1cc(C(=O)N/N=C/c2ccc(OC(=O)c3ccccc3)c(OC)c2)ccc1O
[23] O=C(COC(=O)C1CC(=O)N(CCc2ccccc2)C1)c1ccc[nH]1 (stereo unspecified)
[24] Cc1csc(N/N=C/c2ccccc2F)n1
[25] CCCCCOc1ccc(C(=O)NCCC(=O)NCCCC(=O)OCC)cc1

assay / compound | 21 | 22 | 23 | 24 | 25
CIT2 TOR yeast | 99 | 86 | 104 | 101 | 103
MEP2-GFP yeast | 101 | 103 | 100 | 104 | 111
GASC-1 inh | -7 | -4 | 3 | -2 | 3
RPL19A-GFP yeast | 95 | 121 | 95 | 96 | 104
VLA-4 inh | 3 | 3 | -2 | 16 | -2
AGP1 TOR yeast | 99 | 92 | 96 | 95 | 110
LAP4 TOR yeast | 104 | 80 | 95 | 95 | 115
GRK2 inh | 3 | 1 | 0 | 0 | 0

[26] CCOC(=O)/C(C#N)=C1/C=CN(C)C(C)=N1
[27] CN(Cc1cccs1)c1nc(-c2cccnc2)nc2ccccc12
[28] O=C(Cn1ccc2ccccc2c1=O)NCCC(=O)Nc1cccnc1
[29] CCCCNC(=O)c1c[nH]c2ccc(S(=O)(=O)Nc3ccc(OCC)cc3)cc2c1=O
[30] CCNc1cc(Nc2c(C)n(C)n(-c3ccccc3)c2=O)c([N+](=O)[O-])c2nonc12

assay / compound | 26 | 27 | 28 | 29 | 30
CIT2 TOR yeast | 96 | 83 | 91 | 86 | 101
MEP2-GFP yeast | 99 | 93 | 94 | 90 | 100
GASC-1 inh | -16 | 3 | -16 | -26 | -2
RPL19A-GFP yeast | 98 | 97 | 97 | 91 | 103
VLA-4 inh | -2 | 4 | 1 | 14 | 13
AGP1 TOR yeast | 99 | 84 | 94 | 89 | 111
LAP4 TOR yeast | 92 | 122 | 93 | 90 | 111
GRK2 inh | 0 | 0 | 2 | 0 | 0

(further entries)
Every second line gives: CIT2 TOR yeast	MEP2-GFP yeast	GASC-1 inh	RPL19A-GFP yeast	VLA-4 inh	AGP1 TOR yeast	LAP4 TOR yeast	GRK2 inh
[31] Cc1ccc(C)c(NC(=S)N2CCN(S(=O)(=O)c3ccccc3)CC2)c1
→ 80[may fluoresce red]	93[may fluoresce red]	-4	?	-13	?	69[may fluoresce red]	0
[32] CCN(CC)CCCCNc1ncc2cc(-c3cc(OC)cc(OC)c3)c(NC(=O)NC(C)(C)C)nc2n1
→ 106	99	-3	93	4	97	114	0
[33] CCCC(C(=O)NC(C)(C)C)N(C(=O)c1snc(C(N)=O)c1N)c1ccc2c(c1)OCCO2 (stereo unspecified)
→ 97	105	-5	104	5	107	109	2
[34] O=C(N/N=C1\CCc2ccccc21)c1ccccc1Cl
→ 97	98	-3	103	0	94	94	4
[35] Cc1nc(Cl)sc1C(=O)Nc1ccccc1
→ 110	111	8	110	17	103	104	0
[36] COc1ccc(S(=O)(=O)N(C)C[C@@H]2Oc3ccc(NS(=O)(=O)c4cn(C)cn4)cc3C(=O)N([C@@H](C)CO)C[C@@H]2C)cc1
→ 92	93	11	101	6	91	90	5
[37] O=C(C(=O)N1CCc2ccccc2C1)c1cn(CC(=O)N2CCCC2)c2ccccc12
→ 100	102	-5	106	10	103	112	0
[38] CN(C)c1ccc(S(=O)(=O)NCC(=O)NCCOc2ccccc2F)cc1[N+](=O)[O-]
→ 86	90	-31	88	11	100	93	3
[39] CCCC(=O)NCCc1nc2ccccc2n1CCC
→ 95	97	-7	98	2	99	104	0
[40] O=C(NCc1ccco1)c1cccc(S(=O)(=O)N2CCc3ccccc32)c1
→ 100	110	2	105	nt	107	103	0
[41] COC(=O)COc1ccc(S(=O)(=O)N2CCN(c3ccccc3F)CC2)cc1
→ nt	95	-4	101	5	100	85	3
[42] COC(=O)CSc1cc(C(F)(F)F)nc(-c2ccccn2)n1
→ 103	110	5	100	-21	111	101	0
[43] Cc1ccc(Cl)cc1NC(=O)CSC(N)=O
→ 107	96	1	93	10	96	94	1
[44] Cc1ccc2nc(C(Cl)(Cl)Cl)nc(N/N=C/c3ccncc3)c2c1
→ 105	100	1	99	0	113	102	0
[45] O=C(CSc1nnc(NC(=O)c2ccc(F)cc2F)s1)NC1CC1
→ 109	106	-1	108	-3	99	97	0
[46] CCOC(=O)CN1C(=O)S/C(=C/c2ccc(OCc3ccc(C(=O)O)cc3)cc2)C1=O
→ 105	108	-10	109	-8	97	85	1
[47] COc1ccc2cc(/C=C3\SC(=S)NC3=O)c(N3CCOCC3)nc2c1
→ 91	109	-1	105	2	95	108	1
[48] COc1ccc(S(N)(=O)=O)cc1C(=O)OCCCOC(=O)c1cc(S(N)(=O)=O)ccc1OC
→ 100	103	4	100	-18	99	96	0
[49] O=C(CNc1ccc(Br)cc1)c1ccc(O)cc1
→ 78	90	9	90	6	83	94	2
[50] COc1ccc(CCNC(=O)Cn2cccc2C(=O)c2ccccc2)c(OC)c1
→ 108	102	-1	102	0	104	97	2
[51] O=C(CCc1ccccc1)NNC(=O)CCc1ccccc1
→ 110	104	2	103	4	103	83	0
[52] COc1ccc(Cc2nc3c4c(ncn3n2)Oc2ccc3ccccc3c2C4c2ccc(OC)c(OC)c2)cc1 (stereo unspecified)
→ 98	119	18	109	0	111	109	0
[53] O=C(NCc1ccccn1)C1CCN(S(=O)(=O)c2cnc[nH]2)CC1
→ 99	100	5	96	1	101	94	1
[54] CCc1ccc(-c2nc(CCl)cs2)cc1
→ 103	108	-3	106	2	99	110	2
[55] COc1ccc(CNC(=O)CN(CC2CCCO2)C(=O)CNS(=O)(=O)c2ccccc2)cc1 (stereo unspecified)
→ 101	105	-22	104	7	101	108	4
[56] CC(C)(C)C(=O)CC1(O)C(=O)N(Cc2ccc(Cl)cc2)c2ccccc21 (stereo unspecified)
→ 99	94	2	95	-7	102	88	4
[57] CC1=CC(C2CC(=O)N(c3ccc(C)cc3)C2=O)CC2C(=O)N(c3ccc(C)cc3)C(=O)C12 (stereo unspecified)
→ 97	93	64	99	10	103	97	0
[58] Nc1nc(Cl)cc(Sc2ccc(F)cc2)n1
→ 100	111	-2	97	27	110	102	0
